UDG counterscr: Primary qHTS assay for inhibitors of Activation Induced Cytidine Deaminase (AID): UDG Counterscreen signal; Uracil-DNA glycosylase; FRET deamination/UDG coupled assay, UDG read, 4 h; Potency, µM (highest dose often 115 µM), for the others: at the top dose activity change, negative = inhibition, usual class: inhibitors; hit rate 0.14% among 91,000; AID 1347430, 2020; further: nearly all actives have a fitted effect of over 65% in size
AID inh: Primary qHTS assay for inhibitors of Activation Induced Cytidine Deaminase (AID): AID signal; AID 1347428, 2020; Single-stranded DNA cytosine deaminase (Homo sapiens), Q9GZX7; hit rate 0.32% among 91,000; AID deamination FRET fluorescence, UDG-coupled, 4 h; Potency, µM (titrated, usually from 115 µM), inactives show top-dose activity change, negative = inhibition, actives largely listed as inhibitors; further: nearly all actives have a fitted effect of over 25% in size
Target sequence (Q9GZX7 whole entry, looked up): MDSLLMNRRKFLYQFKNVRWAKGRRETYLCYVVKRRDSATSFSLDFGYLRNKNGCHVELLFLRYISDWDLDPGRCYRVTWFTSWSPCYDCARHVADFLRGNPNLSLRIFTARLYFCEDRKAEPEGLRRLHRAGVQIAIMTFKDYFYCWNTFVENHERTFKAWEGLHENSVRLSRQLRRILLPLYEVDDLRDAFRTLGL
Starred values were filed as active, the others as inactive; ? = inconclusive; [ ] = dose if it differs, or a comment. The call rests on the fitted dose curve; in most records, active means well fitted curve in the direction sought with a large enough effect; inconclusive means small, poorly fitted or top-dose-only effect, or another doubt; inactive means no such curve, though single readings can be large; an effect the other way counts as inactive or inconclusive. On the % scale 0 is the no-effect control and ±100 the full control effect; potency means the concentration at half of the fitted maximal effect. Only part of the results is shown; count on the stated rates, not on these rows.

entry	SMILES	UDG counterscr	AID inh
1	CCCCNc1nc2c(c(=O)n(C)c(=O)n2C)n1Cc1ccccc1Cl	-5%	-8%
2	CCOC(=O)c1cc(S(=O)(=O)N2CCN(c3ccccc3F)CC2)[nH]n1	-3%	6%
3	CC/C(C)=N/NC(=O)c1ccc(C(C)(C)C)cc1	-1%	-3%
4	CCc1ccc(NC(=O)Cn2c(C(=O)OC)cc3oc(C)cc32)cc1	-17%	-23%
5	Cc1ccc(C)c(NC(=O)NC(=O)C(F)(F)F)c1	3%	-3%
6	Cc1ccccc1NC(=O)CCS(=O)(=O)c1ccc2c(c1)NC(=O)CS2	5%	-2%
7	CCCC[N+](C)(CC#Cc1ccc(C#CC[N+](C)(CCCC)CCCC)cc1)CCCC	6%	-13%
8	O=C(c1cnc(N2CCCCC2)c2ccccc12)N1CCN(c2ccccc2F)CC1	?	?
9	S=C(NC1CCCCC1)NC12CC3CC(CC(C3)C1)C2	3%	-2%
10	N#Cc1ccccc1-c1ccc(COc2ccccc2C(N)=O)cc1	1%	-17%

(listing goes on)
entry	SMILES	UDG counterscr	AID inh
11	O=C(Nc1nnc(S(=O)(=O)N2CCCC2)s1)c1ccc(F)cc1	11%	7%
12	CCOc1ccc(S(=O)(=O)N2CCC(n3c(C)nc4cccnc43)CC2)cc1	-8%[57.5 µM]	2%[57.5 µM]
13	CCOc1ccccc1C(=O)NC1(C(F)(F)F)C(=O)Nc2c1c(=O)[nH]c(=O)n2Cc1ccccc1 (centres undefined)	2%	-11%
14	Cc1ccc(NC(=O)C(c2ccccc2)N2CCN(C(=O)C3CC3)CC2)cc1Cl (centres undefined)	-2%	1%
15	Fc1ccc(F)c(-c2cn3nc(C45CC6CC(CC(C6)C4)C5)sc3n2)c1	-5%	5%
16	CCCn1nc(C(=O)OCC(=O)NCc2ccco2)c2ccccc2c1=O	-10%	-16%
17	COC(=O)CNCc1cccc(F)c1	-2%	0%
18	COc1cc2nc(NCc3ccccc3Cl)n3nc(-c4cccnc4)nc3c2cc1OC	-14%	-1%
19	CCOc1ccc(CCNC(=O)c2ccc3[nH]c(C)c(C)c3c2)cc1	92%[activator]	-28%
20	COc1ccc(CN(C(=O)c2ccc(C#N)cc2)C2CC2)cc1	6%	-4%

The list goes on (three carried over from the part before).
entry	SMILES	UDG counterscr	AID inh
18	COc1cc2nc(NCc3ccccc3Cl)n3nc(-c4cccnc4)nc3c2cc1OC	-14%	-1%
19	CCOc1ccc(CCNC(=O)c2ccc3[nH]c(C)c(C)c3c2)cc1	92%[activator]	-28%
20	COc1ccc(CN(C(=O)c2ccc(C#N)cc2)C2CC2)cc1	6%	-4%
21	Cc1ccc(NC(=O)N2CC3CCCN3c3ccccc32)cc1C (centres undefined)	-6%	?
22	CCOc1cc(CNC(=O)c2ccc3c(c2)nc2n3CCCCC2)ccc1OC	16%	10%
23	CC(=O)c1[nH]c2ccccc2c1C	6%	4%
24	Clc1cccc(-n2cc(-c3ccccc3)c3c(NC4CCCC4)ncnc32)c1	-1%[57.5 µM]	?
25	O=C(Nc1ccc(Oc2ccccc2)cc1)c1cc(=O)[nH]c2ccccc12	-1%	9%
26	Fc1ccccc1-c1ccc(CNCc2ccccc2)o1	1%	0%
27	Cc1nn(Cc2ccc(F)cc2)c(C)c1NC(=O)c1cc(CC(C)C)on1	21%	13%
28	Cc1oc2ncn(CC(C)C)c(=O)c2c1C(=O)Nc1ccc(Cl)cn1	27%	4%
29	Cc1ccc(Nc2nc(NCc3ccco3)c3ccccc3n2)cc1	0%	-18%
30	CCc1ccc2c(c1)-c1ccccc1S(=O)(=O)N2CC(=O)N1CCC(C)CC1	-5%	?

Next entries
entry	SMILES	UDG counterscr	AID inh
31	O=C(Nc1cc(F)ccc1F)C12CC3CC(CC(Cl)(C3)C1)C2	-3%	-2%
32	COc1cccc(/C=C/C(=O)NC2CCCC2)c1OC	-7%	0%
33	Brc1c(Br)c(Br)c2n[nH]nc2c1Br	7%	40µM*
34	COc1ccc(CCN2C(=O)c3[nH]nc(-c4ccccc4O)c3C2c2ccccc2)cc1 (centres undefined)	-5%	-23%
35	CCOC(=O)C1CCCN(C(=O)c2ccc(-n3ccc4ccccc43)s2)C1 (centres undefined)	7%	-29%
36	O=C(Nc1ccc(F)cc1F)N(Cc1cccc(O)c1)C1CCC(O)CC1 (centres undefined)	12%	4%
37	Cc1ccccc1NC(=O)CSc1nc2nccnc2c(=O)n1CCc1ccccc1	-7%	-13%
38	O=C(CCc1cn(Cc2ccc(F)cc2)c2ccccc12)NCCc1cccs1	2%	-4%
39	O=C(CCc1nc2cccnc2n1Cc1cccs1)Nc1cccc(C(F)(F)F)c1	-6%	143%[activator]
40	CCOC(=O)C1CCN(C(=O)C(C)OC(=O)c2n[nH]c(=O)c3ccccc23)CC1 (centres undefined)	2%	-4%

Continuation.
entry	SMILES	UDG counterscr	AID inh
41	Cc1cccc(CN2C(=O)c3ccccc3Sc3ccc(C(=O)NCc4cccs4)cc32)c1	-11%	-21%
42	COc1ccccc1NC(=O)c1cnc(SCC(=O)N2CCOCC2)n(C)c1=O	0%	20%
43	CCC(C(=O)NC(C)C)c1ccccc1 (centres undefined)	-9%	-8%
44	CCNC(=O)NC(=O)C(C)N(C)Cc1ccco1 (centres undefined)	-4%	0%
45	Cc1ccc(C(=O)NC2(C(F)(F)F)N=C(c3ccccc3)N(C3CCCCC3)C2=O)cc1 (centres undefined)	0%	24%
46	COc1cccc(-c2nc(SCC(=O)NCC3CCCO3)c(-c3ccc(C)cc3)[nH]2)c1 (centres undefined)	15%	-8%
47	OC(CC#CCN1CCCCCC1)(c1ccccc1)c1ccc(-c2ccccc2)cc1 (centres undefined)	11%	-21%
48	Cc1ccc2oc(C(=O)NCC(c3ccc(Cl)cc3)N3CCOCC3)c(C)c2c1 (centres undefined)	-10%	?
49	CC(C)(C)c1nc(CN2CCCC2)cs1	-8%	-2%
50	Cc1ccc(CNC(=O)c2cc(NS(=O)(=O)c3ccc(C)cc3)ccn2)cc1	-12%	?

Next results
entry	SMILES	UDG counterscr	AID inh
51	COC(=O)c1ccc(Cn2nnc3c(=O)[nH]c(C4CCCN(S(=O)(=O)c5cccc(Cl)c5)C4)nc32)cc1 (centres undefined)	32%[activator]	2%
52	CC(C)Cn1c(/C=C/c2ccc(F)cc2)nc2ccccc21	14%	-19%
53	O=C1CSC(c2cccc(C(F)(F)F)c2)N1c1ccc(I)cc1 (centres undefined)	-8%	-17%
54	CCCSc1nc2c(c(=O)[nH]c(=O)n2C)n1Cc1ccccc1Cl	1%	-9%
55	CSc1ccccc1NC(=O)CN(C)C(C)C(=O)Nc1ccc(SC(F)F)cc1 (centres undefined)	-12%	-22%
56	O=C(Nc1ccccc1)c1ccc(NN=C2CCCCC2)c([N+](=O)[O-])c1	-18%	2%
57	CS(=O)(=O)c1ccccc1NC(=O)CSc1nc(C2CC2)n(-c2ccccc2)n1	-2%	4%
58	CCN(c1ccccc1)S(=O)(=O)c1nnc(NC(=O)COc2ccc(OC)cc2)s1	1%[57.5 µM]	18%
59	COc1cc2c(cc1NC(=O)c1ccccc1C)n(C)c(=O)n2C	-2%	125%[activator]
60	O=C(O)c1cc2cc(Cc3cccnc3)ccc2o1	5%	0%

One compound at a time, as listed above. Screens in order: UDG counterscr, AID inh
Cc1ccc(NC(=O)C(c2ccccc2)N2CCN(C(=O)C3CC3)CC2)cc1Cl (centres undefined) reads -2%, 1%
Cc1ccc(C)c(NC(=O)NC(=O)C(F)(F)F)c1 reads 3%, -3%

Further compounds:
entry	SMILES	UDG counterscr	AID inh
61	Cc1cc(C)cc(NC(=O)Cn2nnc(-c3ccccc3F)n2)c1	-4%	-10%
62	O=C(O)CCc1ccc(S(=O)(=O)Nc2ccc3c(c2)CCC3)cc1	-5%	-7%
63	O=C(NCCc1ccccc1)c1c[nH]c2ccc(S(=O)(=O)Nc3ccccc3F)cc2c1=O	-13%[57.5 µM]	3%
64	Cc1cccc(Nc2c(-c3cccs3)nc3nc(C)cc(C)n23)c1	?	?
65	CCOc1ccc(-n2nc(CO)c(C(=O)NCc3cccnc3)n2)cc1	1%[57.5 µM]	1%
66	O=C(O)Cn1cc(C(C(=O)O)N2CCN(Cc3cccnc3)CC2)c2ccc(Cl)cc21 (centres undefined)	-5%	5%
67	Cc1c(NC(=O)Nc2ccc(Cl)c(Cl)c2)sc2nc3n(c(=O)c12)CCC(C)CC3 (centres undefined)	8%	-10%
68	COc1ccc(C2C(C(=O)OC(C)C)=C(C)Nc3nc4ccccc4n32)cc1 (centres undefined)	-9%	-12%
69	N#Cc1cccc(NC(=O)COC(=O)c2ccc3ccccc3n2)c1	0%	6%
70	Oc1ccc(Nc2nc(-c3ccc(Cl)cc3)nc3ccccc23)cc1	1%	27%

Additional results.
entry	SMILES	UDG counterscr	AID inh
71	CC1(C)CC(NCCC(=O)NC2CC(C)(C)NC(C)(C)C2)CC(C)(C)N1	-7%	5%
72	Cc1ccccc1C(=O)Nc1ccc(OCc2cc(=O)n3cccc(C)c3n2)cc1	-15%	7%
73	Cc1cccc(C(=O)Nc2cccc(OCc3cc(=O)n4ccccc4n3)c2)c1	-1%	6%
74	C(=Nc1ccccc1N=Cc1cccs1)c1cccs1	-1%	-5%
75	O=C(Cc1ccccc1)Nc1cc(-c2nc3cc(Cl)ccc3o2)ccc1Cl	4%	-11%
76	O=C(Nc1ccon1)c1sc2cccc(Cl)c2c1Cl	9%	4%
77	Cc1oc(-c2cccs2)nc1CC(=O)Nc1ccccc1-c1ccccc1	-6%	-27%
78	Cc1[nH]c2ccccc2c1C(c1ccccc1)c1ccc(Cl)s1 (centres undefined)	-21%	?
79	CN(CC(=O)Nc1ccc(F)cc1)C(=O)COc1ncnc2sccc12	7%	12%
80	O=C(NCc1ccccc1)C(Sc1nc2ccccc2o1)c1ccccc1 (centres undefined)	32%[activator]	-9%

The list goes on:
entry	SMILES	UDG counterscr	AID inh
81	CCCCNC(=O)c1cc2ccc(OC)cc2nc1C	6%	-1%
82	Cc1cc(C)c(NC(=O)C(C)n2c(=O)cc(-c3ccccc3)c3c(C)nn(C)c32)c(C)c1 (centres undefined)	-17%	15%
83	N#CC1=C2SCN(C3CCCCC3)CN2C(=O)CC1c1ccc(Cl)cc1 (centres undefined)	-4%	?
84	N#Cc1c(Cl)nc2c(c1C#N)CCC/C2=C\c1ccco1	-4%	-11%
85	O=C(Cn1cc(S(=O)(=O)Cc2ccccc2Cl)c2ccccc21)Nc1cccc(C(F)(F)F)c1	-2%	22%
86	CCN(C(=O)COC(=O)Cc1sc(N)nc1-c1ccc(C)cc1)c1cccc2ccccc12	-5%	-3%
87	CC(C)c1ccc(N2C(=O)CSC23C(=O)N(Cc2ccccc2)c2ccccc23)cc1 (centres undefined)	-6%	3%
88	CC(C)OC(=O)/C(C#N)=C\c1ccc(-c2ccccc2Cl)o1	0%	4%
89	CCC(CC)C(=O)Nc1nnc(S(=O)(=O)N(C)c2cc(C)cc(C)c2)s1	-8%[57.5 µM]	17%
90	CCOc1ccc(NC(=O)CN(Cc2ccccc2)S(=O)(=O)c2ccc3nc(C)sc3c2)cc1	-5%	17%

More records
entry	SMILES	UDG counterscr	AID inh
91	CCCCn1nc(C(=O)Nc2nccs2)c2ccccc2c1=O	7%	-9%
92	CCCCC1CCC[S+](c2cc(O)ccc2O)C1 (centres undefined)	?	?
93	O=C(NC1CCCCC1)c1cc2c(Cl)nc3ccccc3c2s1	-1%	-2%
94	O=C(CS(=O)(=O)c1cccc2nsnc12)Nc1ccc(F)cc1F	1%[57.5 µM]	5%
95	Cc1cc(C)cc(NC(=O)C(=O)NCC(c2cccnc2)N2CCc3ccccc3C2)c1 (centres undefined)	?	?
96	Cc1cc2cc(NC(=O)c3cccc(C#N)c3)ccc2[nH]1	-13%	-3%
97	Cc1ccc(C(=O)N2CCN(c3cccc(C)c3C)CC2)cc1NC(=O)C1=CSCCO1	-9%	-17%
98	Cc1nc(-c2ccccc2)sc1-c1ccc(SCC(=O)Nc2ccc(F)cc2F)nn1	56%[activator]	8%
99	COc1cc(/C=C(/C#N)C(=O)c2c(Cl)cccc2Cl)cc(OC)c1O	-12%	6%
100	O=c1c2nccnc2nc(SCc2cccc(Cl)c2)n1Cc1ccc2c(c1)OCO2	-3%	?

Values by screen from the entries so far:
AID inh for entries 91 to 100, in order: -9%, ?, -2%, 5%, ?, -3%, -17%, 8%, 6%, ?
UDG counterscr for entries 91 to 100, in order: 7%, ?, -1%, 1%[57.5 µM], ?, -13%, -9%, 56%[activator], -12%, -3%

Later entries.
entry	SMILES	UDG counterscr	AID inh
101	O=C(Nc1c(NC2CCCCC2)c2ccccc2oc1=O)c1ccc2c(c1)OCO2	5%	-12%
102	CCc1nn2c(=O)cc(COC(=O)c3cccc(NC(=O)CCc4ccccc4)c3)nc2s1	2%	6%
103	Fc1ccc2[nH]cc(CCNC(=S)Nc3ccc(Nc4ccccc4)cc3)c2c1	-10%	-5%
104	CC(=O)N(Cc1ccc2[nH]ccc2c1)C1CC1	12%	18%
105	CN1C(=O)c2ccccc2Sc2ccc(NC(=O)c3ccccc3F)cc21	?	-12%
106	CC(C)C(C)NC(=O)c1ccc(I)cc1 (centres undefined)	3%	7%
107	CCN(CC)C(=O)c1sc2c(c1C)c(=O)n(CCc1ccccc1)c(=O)n2Cc1ccc(F)cc1Cl	12%	-19%
108	CCCOc1ccc(C2C(=O)N(C3CCCCCC3)CC(=O)N2C(C)C)cc1OC (centres undefined)	-3%[57.5 µM]	10%
109	CCCCCC[C@@H]([C@@H](C)O)n1cnc2c(N)ncnc21	-8%	2%
110	Cc1ccc(C(=O)c2ccccc2C(=O)NC2CCCC2)cc1	0%	0%
111	CCn1cnc2c1c(=O)n(Cc1cccc(Br)c1)c(=O)n2Cc1ccccc1	-6%	-23%
112	CNC(C(=O)OC)c1ccc(Cl)c(Cl)c1 (centres undefined)	-6%	-7%
